Source: PubChem
RXFP1 antag – blocks the human relaxin receptor RXFP1 | HEK293-RXFP1, relaxin-stimulated cAMP HTRF, 30 min; active compounds read low | activity change, negative = inhibition, % at 57.5 µM | 0.59% of 350,000 active | AID 1259400;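 active means activity change of -60% or lower, but not beyond a set lower limit; inconclusive means change between -60% and -40%, or beyond the set limit; inactive means change above -40%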; further: on the % scale 0 is the no-effect control and ±100 the full control effect
POLK inh – inhibitors of human DNA polymerase kappa; Potency, µM (series often up to 107 µM), for the others: at the highest dose activity, negative = inhibition, hits mostly inhibitors; Q9UBT6; purified Pol kappa, fluorescent DNA synthesis assay, 10 min; 0.53% of 400,000 active; further: potency means the concentration at half of the fitted maximal effect; on the % scale 0 is the no-effect control and ±100 the full control effect
Target sequence (Q9UBT6 whole entry, looked up): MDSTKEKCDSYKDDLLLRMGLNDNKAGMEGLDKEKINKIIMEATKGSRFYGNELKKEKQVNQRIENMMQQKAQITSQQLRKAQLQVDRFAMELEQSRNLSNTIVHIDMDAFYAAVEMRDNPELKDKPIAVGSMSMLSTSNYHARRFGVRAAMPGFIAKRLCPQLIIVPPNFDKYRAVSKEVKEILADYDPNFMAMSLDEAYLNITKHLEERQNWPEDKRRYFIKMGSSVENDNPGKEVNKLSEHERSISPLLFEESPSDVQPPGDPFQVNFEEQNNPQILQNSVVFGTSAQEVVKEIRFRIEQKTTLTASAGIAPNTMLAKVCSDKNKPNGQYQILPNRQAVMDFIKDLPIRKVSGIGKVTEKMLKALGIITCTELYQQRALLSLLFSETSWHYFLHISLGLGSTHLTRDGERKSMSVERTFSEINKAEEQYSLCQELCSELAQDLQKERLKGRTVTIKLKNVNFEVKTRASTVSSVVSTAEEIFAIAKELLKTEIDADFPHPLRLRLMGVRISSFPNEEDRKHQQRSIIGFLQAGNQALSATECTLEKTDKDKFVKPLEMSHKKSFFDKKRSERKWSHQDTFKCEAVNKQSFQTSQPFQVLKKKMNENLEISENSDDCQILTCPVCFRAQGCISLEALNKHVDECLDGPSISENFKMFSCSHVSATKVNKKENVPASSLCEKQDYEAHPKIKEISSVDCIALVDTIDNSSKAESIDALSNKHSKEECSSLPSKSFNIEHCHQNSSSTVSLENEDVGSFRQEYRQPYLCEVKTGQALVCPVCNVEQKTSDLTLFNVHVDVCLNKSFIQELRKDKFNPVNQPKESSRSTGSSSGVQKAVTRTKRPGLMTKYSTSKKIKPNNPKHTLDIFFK
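10 nM Pol kappa was preincubated with compounds for 15 min at room temperature. Reaction started with 50 nM (final) substrate. Fluorescence read kinetically at 0 and 10 min.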
APE1 inh – blocks human APE1 abasic DNA cleavage. recombinant APE1, TAMRA/BHQ-2 abasic DNA cleavage fluorescence. AID 2517. Potency, µM (highest dose often 65.8 µM), inactives show at the highest dose activity change, negative = inhibition, actives largely listed as inhibitors. 0.35% of 350,000 active. P27695;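 further: potency means the concentration at half of the fitted maximal effect; plate controls were vehicle for no effect and reference inhibitor for full effect; nearly all actives have a fitted effect of over 55% in size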
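Step 1: APE1 (0.75 nM) with compound, 15 min RT. Step 2: add 50 nM fluorophore/quencher THF duplex. Step 3: three fluorescence reads 60 s apart (525/598 nm); read 3 minus read 1 = reaction progress.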
POLH inh – DNA polymerase eta (human) inhibition; recombinant Pol eta, fluorescent DNA replication assay; 1.2% of 390,000 active; Q9Y253; Potency, µM (top dose mostly 114 µM), without a hit: at the highest dose activity change, negative = inhibition, most hits filed as inhibitors; further: potency means the concentration at half of the fitted maximal effect; on the % scale 0 is the no-effect control and ±100 the full control effect
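Fluorescent replication assay: 50 nM final substrate added after a 15 min room-temperature compound preincubation with 10 nM enzyme. Signal taken at 0 min and again at 10 min.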
Apoferritin bind – binds horse apoferritin like a general anesthetic; AID 485281; P02791; Potency, µM (titrated, usually from 77.5 µM), inactives show at the highest dose activity change, negative = displacement, hits mostly inhibitors; 0.074% of 350,000 active; apoferritin/1-aminoanthracene competitive binding, fluorescence; further: potency means the concentration at half of the fitted maximal effect; on the % scale 0 is the no-effect control and ±100 the full control effect; nearly all actives have a fitted effect of over 20% in size
Target sequence (P02791 2-175 limits assumed): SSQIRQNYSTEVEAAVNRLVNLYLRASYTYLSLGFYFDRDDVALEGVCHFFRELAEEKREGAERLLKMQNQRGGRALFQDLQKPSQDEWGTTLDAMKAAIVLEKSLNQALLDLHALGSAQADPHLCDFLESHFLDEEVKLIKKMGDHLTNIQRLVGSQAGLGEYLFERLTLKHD
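Probe: 1-aminoanthracene (50% saturated, PBS). Protein: horse-spleen apoferritin, 10 uM. Incubation: 10 min, room temperature. Detection: 380 nm excitation, 535 nm emission. Analysis: normalized response, four-parameter Hill.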
BLM inh – inhibitors of human Bloom syndrome helicase BLM | Potency, µM (highest dose often 56.1 µM), for the others: top-dose activity change, negative = inhibition, hits mostly inhibitors | P54132 | 0.2% of 350,000 active | recombinant BLM DNA unwinding, fluorescence dequenching | AID 2528;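 further: potency means the concentration at half of the fitted maximal effect; plate controls were vehicle for no effect and no enzyme for full effect; nearly all actives have a fitted effect of over 35% in size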
POLI inh – DNA polymerase iota (human) inhibition | Q9UNA4 | Pol iota fluorescent replication assay, 10 min | Potency, µM (titrated, usually from 115 µM), for the others: top-dose activity, negative = inhibition, most hits filed as inhibitors | 1% of 390,000 active | AID 588590; further: potency means the concentration at half of the fitted maximal effect
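Pol iota at 10 nM preincubated 15 min with compounds at room temperature; reaction started with fluorescent substrate, 50 nM final. Fluorescence read kinetically at 0 and 10 min; buffer-only wells as negative control.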
Pol beta inh – DNA polymerase beta (human) inhibition | P06746 | Pol beta primer extension/strand displacement, fluorescence kinetic | Potency, µM (titrated, usually from 114 µM), inactives show at the top dose activity change, negative = inhibition, most hits filed as inhibitors | 1.3% of 340,000 active; further: potency means the concentration at half of the fitted maximal effect; on the % scale 0 is the no-effect control and ±100 the full control effect
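Preincubation: enzyme (10 nM) with compound, 15 min, RT. Reaction: substrate added to 50 nM final. Reads: 0 and 10 min. Analysis: normalized, Hill fit.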
Tb PGK inh – T. brucei PGK inhibition; P07378; Potency, µM (top dose mostly 57.5 µM), inactives show top-dose activity change, negative = inhibition, most hits filed as inhibitors; PGK/GAPDH coupled, Kinase-Glo luminescence, 60 min; 0.043% of 380,000 active; AID 602233; further: potency means the concentration at half of the fitted maximal effect; on the % scale 0 is the no-effect control and ±100 the full control effect; nearly all actives have a fitted effect of over 60% in size
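Recombinant glycosomal PGK reaction used 1,3-bisphosphoglycerate generated in-well by GAPDH (100nM final) in 100mM TEA pH 7.6, 5mM MgCl2, 0.01% Tween-20. After 60 minutes at room temperature, ATP was read by Kinase-Glo Plus luminescence end-point.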
The depositor's hits bear a star; i = inactive; ? = inconclusive; · = no result given; [ ] = another dose, or the depositor's remark. Unless noted, the call rests on the fitted dose curve; in most records, active means well fitted curve in the direction sought with a large enough effect; inconclusive means small, poorly fitted or top-dose-only effect, or another doubt; inactive means no such curve, though single readings can be large; an effect the other way counts as inactive or inconclusive. These rows are one share of the data (hit frequency here may not be typical).

SMILES | RXFP1 antag | POLK inh | APE1 inh | POLH inh | Apoferritin bind | BLM inh | POLI inh | Pol beta inh | Tb PGK inh
CN1CCN(Cc2nc(Cc3ccccc3)no2)CC1c1ccccc1 (stereo not given) | -14 | -5% | -2% | -14% | -17% | 0% | 26% | 0% | -2%
COc1cccc(C(=O)C2CCCN(Cc3c(C)n(C)n(-c4ccccc4)c3=O)C2)c1 (stereo not given) | 5 | 2% | -14% | 0% | -9% | 6% | -10% | 27% | i
COCc1[nH][nH]c(=O)c1/C=N/N1CCOCC1 | 0 | 11% | 0% | 1% | 1% | -6% | 14% | 39% | -6%
COCc1c(C(=O)N2CCN(c3ccccc3C)CC2)oc2ccccc12 | -22 | -5% | -22% | -24% | · | · | -2% | · | i
COc1ccccc1CNC(=O)[C@@H]1CCCN1S(=O)(=O)c1ccc(C)cc1 | 3 | -21% | -4% | -5% | -10% | -1% | 3% | 23% | 7%
Cn1cc(C(=O)C(=O)N2CCN(c3ccccc3)CC2)c2ccccc21 | -3 | -3% | -8% | -4% | -19% | -9% | -9% | 0% | 1%
Brc1ccc(-c2nc(-c3ccncc3)no2)o1 | 6 | -9% | -1% | -5% | -5% | 2% | 5% | -3% | -6%
COCCOC(=O)C1=C(C)NC(=S)NC1/C=C/c1ccccc1 (stereo not given) | 23 | -12% | 1% | -26% | -5% | -9% | -16% | 7% | -9%
Cc1csc(NC(=O)COc2ccc3c(C)cc(=O)oc3c2)n1 | -11 | 4% | -3% | -9% | -16% | -16% | ? | 0% | -8%
O=C(COC(=O)/C=C/c1cccs1)NC1CC1 | -15 | -18% | -6% | -8% | 0% | -1% | 0% | ? | i
COc1ccc(OC(=O)c2ccc(OC)c(S(=O)(=O)N3CCOCC3)c2)cc1 | -5 | -8% | 17% | -22% | -15% | -3% | 27% | ? | 2%
COc1ccc(C2=NN(c3ccc(C=O)cc3)C(c3ccccc3)C2)cc1 (stereo not given) | -15 | -10% | -2% | -15% | 86%[activator] | -8% | 11% | -13% | 2%
CCCCCSc1nc2c(cnn2-c2ccccc2)c(=O)[nH]1 | -4 | 8% | 12% | -10% | 5% | -1% | -10% | 3% | -8%
C[C@H](NC(=O)C1(c2ccccc2)CCN(C(=O)OC(C)(C)C)CC1)C(=O)N[C@@H](C(=O)O)c1ccccc1 | · | -2% | -2% | -13% | -6% | 1% | 20% | 20% | -5%
O=C(CN1CCN(Cc2ccccc2)CC1)NNC(=O)c1ccccc1 | -6 | 1% | 5% | -9% | · | · | -15% | · | -1%
O=c1cc(CSc2nnnn2-c2ccccc2)[nH]c2[nH]n(-c3ccccc3)c(=O)c12 | -8 | 40µM* | -7% | 13% | -12% | -8% | ? | -8% | -3%
O=C(Nc1nc2cc3c(cc2s1)OCCO3)c1cccs1 | ? | -1% | 1% | -18% | ? | -1% | 18% | -2% | -9%
CCC1(c2ccccc2)NC(=O)N(CC(=O)Nc2cc(C(F)(F)F)ccc2N2CCCC2)C1=O (stereo not given) | -27 | -13% | -6% | ? | · | · | ? | · | 1%
COc1ccc(OCc2cc(C(=O)N(C)CCC3CCOCC3)no2)c(Cl)c1 | -35 | 4% | 11% | -3% | ? | -1% | -15% | 16% | 1%
CN(CC1CCCO1)S(=O)(=O)c1ccc(C(=O)Nc2ccc(S(N)(=O)=O)cc2)cc1 (stereo not given) | 8 | -6% | 25% | -20% | -15% | 0% | 38% | 2% | i
CCOc1ccccc1C(=O)N(Cc1ccc(N(C)C)cc1)CC1CCCO1 (stereo not given) | 7 | -19% | · | -13% | -3% | 0% | 29% | 2% | 1%
O=C1CCCc2cc3c(cc21)CC1(C3)Cc2cc3c(cc2C1)C(=O)CCC3 | 2 | -5% | -2% | -5% | -16% | -7% | -18% | 1% | 3%
COC(=O)c1sc(=S)n(-c2ccccc2)c1N | -10 | -3% | -1% | -13% | 2% | -7% | 29% | -16% | 0%
COc1cccc(CC(=O)NCC2COc3ccccc3O2)c1OC (stereo not given) | -18 | -6%[60.1 µM] | -3% | -11% | -8% | 1% | ? | -43% | -1%
CCCCN1C(=N)N([C@@H](C)CN2CCC[C@H]2CN2C(N)=NC[C@H]2CC(C)C)C[C@H]1Cc1ccccc1 | · | -9% | 4% | 5% | · | · | -15% | · | -2%
SMILES | RXFP1 antag | POLK inh | APE1 inh | POLH inh | Apoferritin bind | BLM inh | POLI inh | Pol beta inh | Tb PGK inh
O=C(NC1CCCCCC1)c1cc2c(Cl)nc3ccccc3c2s1 | · | -14% | · | -9% | -4% | -5% | 10% | 2% | 10%
COc1ccc(C(CNC(=O)c2cc(S(=O)(=O)NCc3ccco3)ccc2C)N(C)C)cc1 (stereo not given) | -1 | -2% | 1% | -5% | · | · | -26% | · | -2%
O=C(Nc1nc2c(s1)CCCC2)c1ccc(Br)o1 | -7 | -2% | -3% | 3% | -20% | -4% | 3% | -10% | 3%
CC(=O)NCCc1nc2ccccc2n1CCOc1ccccc1C | 12 | 1% | -1% | 17% | -2% | 1% | 33%[activator] | 10% | i
CSc1nc(NC(C)=O)nc(C)c1Br | 6 | -8% | -2% | -25% | -7% | -13% | 6% | 1% | -2%
Cn1c(SCc2cccc(Br)c2)nnc1-c1ccccn1 | -5 | 1% | 3% | -10% | 4% | 0% | 67%[activator] | -1% | 2%
O=c1[nH]c(CSc2ccccc2)nc2c1oc1ccccc12 | -4 | -14% | 3% | -4% | 4% | -4% | ? | 1% | i
COc1cccc(NC(=O)Cn2c(=O)n(CCCC(=O)NCc3ccco3)c(=O)c3ccccc32)c1 | -6 | -4% | 7% | -5% | 10% | 2% | -9% | -10% | -6%
O=[N+]([O-])c1ccc(/C=N/Nc2nc3ccccc3o2)cc1 | 4 | -3% | 11% | -1% | -4% | -15% | -1% | 45µM* | -3%
CS(=O)(=O)N(CC(=O)N1CCc2ccccc2C1)Cc1ccccc1 | -4 | -1%[60.1 µM] | 4% | -2% | -14% | -5% | -1% | 0% | -7%
CCNC(=O)NC(=O)CSc1ccc(NC(C)=O)cc1 | -2 | 2% | -4% | -14% | -8% | -4% | -1% | 25% | -7%
CCOc1ccc(Oc2ccc(Cl)cc2N)cc1 | -9 | -3% | -2% | -22% | ? | -11% | 14% | 4% | -9%
COc1ccc(C(=O)N(c2ccc(OC)cc2)S(=O)(=O)c2ccc3c(c2)n(C)c(=O)n3C)cc1 | -12 | -12% | · | -19% | -9% | -10% | 21% | -25% | -7%
COC(=O)C1=C(N)Oc2cc(C)n(Cc3ccccc3)c(=O)c2C1c1ccccc1 (stereo not given) | 3 | -13% | -5% | -12% | -18% | -6% | 7% | 7% | 1%
Cc1ccccc1-c1nnc(CN2CCN(C(=O)c3ccco3)CC2)o1 | 3 | -19% | 1% | 5% | 5% | 3% | 7% | 13% | 3%
C=CCNC(=S)NCC | -4 | -9% | -4% | -10% | 2% | -5% | -25% | -1% | 1%
CCN(CC)CCN(Cc1cc2cc3c(cc2[nH]c1=O)OCCO3)C(=S)NCCCN(C)C | 24 | 2% | 8% | -4% | -5% | 94%[activator] | -12% | 90% | -3%
C=CCn1c(=O)c2ccc(C(=O)NCc3ccccc3)cc2n(Cc2cccc(Cl)c2)c1=O | · | -11% | ? | -6% | 4% | -12% | 18% | 1% | 6%
CCOc1cc(C2C(C(=O)c3ccco3)=C(O)C(=O)N2Cc2ccccc2)ccc1O (stereo not given) | -13 | 5% | 0% | -20% | 4% | -7% | -3% | 44% | 2%
C=CCn1c(O)c(N=O)c2ccccc21 | -3 | 6% | 1% | -25% | -7% | -2% | -16% | 7% | -5%
Cc1ccc(OCCC(=O)N2CCN(c3ccc(O)cc3)CC2)cc1 | 0 | -4% | 1% | -1% | -13% | -3% | 13% | -7% | -2%
Cc1ccc(S(=O)(=O)NC2CC(C)(C)N(O)C(C)(C)C2)cc1 | 0 | 1% | 18% | -14% | · | · | 5% | · | -3%
O=C(c1ccc(-n2ccnc2)cc1)N1CCCC(CO)(Cc2cccc(Cl)c2)C1 (stereo not given) | -24 | -23% | 1% | -6% | -8% | -2% | -7% | 0% | -1%
CC(C)(C)NC[C@H](O)c1ccc(O)c(CO)c1 | · | -4%[19.4 µM] | 3% | · | -1%[29.3 µM] | -1% | · | · | ·
O=C(Cn1cncn1)NCc1cc(F)ccc1F | 15 | -3% | 0% | -10% | -3% | -2% | ? | 3% | -4%
O=C1CC(c2cccs2)Sc2nc3ccccc3n21 (stereo not given) | -13 | 2% | -2% | -6% | -7% | -2% | -10% | -27% | -7%
COc1ccc(N2CCN(c3nc4ccccc4nc3NS(=O)(=O)c3ccccc3)CC2)cc1 | -3 | -31% | -4% | -6% | -15% | -2% | ? | 16% | 0%
CC(=O)N1CCC2(CC1)C(C#N)=C(N)Oc1n[nH]c(CSc3ccc(C)cc3)c12 | -2 | -4% | -4% | -9% | -14% | 2% | 37%[activator] | 14% | -8%

Quoted at random: 3 compounds from above
SMILES | RXFP1 antag | POLK inh | APE1 inh | POLH inh | Apoferritin bind | BLM inh | POLI inh | Pol beta inh | Tb PGK inh
Cc1ccc(S(=O)(=O)NC2CC(C)(C)N(O)C(C)(C)C2)cc1 | 0 | 1% | 18% | -14% | · | · | 5% | · | -3%
O=C(NC1CCCCCC1)c1cc2c(Cl)nc3ccccc3c2s1 | · | -14% | · | -9% | -4% | -5% | 10% | 2% | 10%
CS(=O)(=O)N(CC(=O)N1CCc2ccccc2C1)Cc1ccccc1 | -4 | -1%[60.1 µM] | 4% | -2% | -14% | -5% | -1% | 0% | -7%

One compound at a time (already shown):
Results for `C=CCNC(=S)NCC` : RXFP1 antag: -4; POLK inh: -9%; APE1 inh: -4%; POLH inh: -10%; Apoferritin bind: 2%; BLM inh: -5%; POLI inh: -25%; Pol beta inh: -1%; Tb PGK inh: 1%
Results for `O=C(c1ccc(-n2ccnc2)cc1)N1CCCC(CO)(Cc2cccc(Cl)c2)C1` (stereo not given) : RXFP1 antag: -24; POLK inh: -23%; APE1 inh: 1%; POLH inh: -6%; Apoferritin bind: -8%; BLM inh: -2%; POLI inh: -7%; Pol beta inh: 0%; Tb PGK inh: -1%
